UBC13 inh: inhibitors of human UBC13 polyubiquitin chain formation. P61088. TR-FRET. inhibition, % at 20 µM. actives 0.47% (n = 330,000); in the data active = inhibition above about 45%, passing the limit was not always enough
SENP6 block: blocks the human protease SENP6 | Q9GZR1 | Recombinant SENP6 catalytic domain, aminoluciferin luminescence | inhibition, % at 10 µM | actives 1.8% (n = 330,000) | AID 2599;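 active = inhibition above about 50% at the single tested dose, limit read from the data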;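 also: plate controls were DMSO wells with enzyme for no effect and DMSO wells lacking enzyme for full effect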
Target sequence (Q9GZR1 628-1112 limits assumed): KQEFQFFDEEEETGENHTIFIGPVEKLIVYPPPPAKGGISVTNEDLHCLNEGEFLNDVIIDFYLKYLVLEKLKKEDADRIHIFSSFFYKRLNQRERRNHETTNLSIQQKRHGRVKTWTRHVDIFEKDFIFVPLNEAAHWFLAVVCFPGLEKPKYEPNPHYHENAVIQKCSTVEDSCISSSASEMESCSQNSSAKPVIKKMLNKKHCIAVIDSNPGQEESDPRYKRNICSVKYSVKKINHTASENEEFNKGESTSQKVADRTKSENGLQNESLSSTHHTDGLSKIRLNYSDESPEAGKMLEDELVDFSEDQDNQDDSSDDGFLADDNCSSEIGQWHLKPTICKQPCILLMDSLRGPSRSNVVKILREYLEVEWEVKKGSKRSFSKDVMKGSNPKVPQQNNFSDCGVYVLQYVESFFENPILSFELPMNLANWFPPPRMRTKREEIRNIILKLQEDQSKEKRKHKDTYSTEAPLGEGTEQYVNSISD
SENP8 block-1: inhibitors of human SENP8 protease | purified SENP8, Z-RLRGG-aminoluciferin cleavage, luminescence | inhibition, % at 10 µM | actives 1.2% (n = 330,000) | AID 2540; in the data active = inhibition above about 50%
Target sequence (Q96LD8 whole entry, looked up): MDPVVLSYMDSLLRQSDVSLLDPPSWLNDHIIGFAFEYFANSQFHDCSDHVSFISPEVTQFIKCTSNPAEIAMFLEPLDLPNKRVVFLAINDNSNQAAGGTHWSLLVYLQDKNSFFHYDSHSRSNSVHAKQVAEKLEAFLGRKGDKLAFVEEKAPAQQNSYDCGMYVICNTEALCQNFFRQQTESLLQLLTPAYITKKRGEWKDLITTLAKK
SENP1 inh: SENP1 (human) catalytic domain inhibition; recombinant SENP1 catalytic domain, CyPet-SUMO1-YPet FRET cleavage; actives 0.21% (n = 360,000); Q9P0U3; inhibition, % at 10 µM; AID 624204;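 active = inhibition at least 30% at 10 µM, raw YFP signal under a set limit, fluorescence ratio 0.5 to 1.5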;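 also: 0% = enzyme with DMSO and 100% = no enzyme wells; some results filed as inactive read as strong as hits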
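Material – human SENP1 catalytic domain · Input – SENP1 enzyme, 20 pM final · Compound dosing – single concentration of 10 µM compound, 0.5% DMSO final · Timing – enzyme reaction for 50 min at room temperature, dark · Measured by – FRET fluorescence in CFP and YFP emission channels · Control set – no-enzyme wells low, DMSO-plus-enzyme wells high control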
A3G deaminase: inhibitors of human APOBEC3G DNA deaminase | recombinant A3G, ssDNA deamination FAM/TAMRA fluorescence | inhibition, % at 20 µM | actives 0.28% (n = 330,000) | Q9HC16;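 active = inhibition of at least 40% at 20 µM, with no more than 30% in the related APOBEC3A deaminase screen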;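 also: plate controls were DMSO wells with A3G for no effect and wells lacking A3G enzyme for full effect; some compounds called inactive have numbers as strong as hits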
Target sequence (Q9HC16 whole entry, looked up): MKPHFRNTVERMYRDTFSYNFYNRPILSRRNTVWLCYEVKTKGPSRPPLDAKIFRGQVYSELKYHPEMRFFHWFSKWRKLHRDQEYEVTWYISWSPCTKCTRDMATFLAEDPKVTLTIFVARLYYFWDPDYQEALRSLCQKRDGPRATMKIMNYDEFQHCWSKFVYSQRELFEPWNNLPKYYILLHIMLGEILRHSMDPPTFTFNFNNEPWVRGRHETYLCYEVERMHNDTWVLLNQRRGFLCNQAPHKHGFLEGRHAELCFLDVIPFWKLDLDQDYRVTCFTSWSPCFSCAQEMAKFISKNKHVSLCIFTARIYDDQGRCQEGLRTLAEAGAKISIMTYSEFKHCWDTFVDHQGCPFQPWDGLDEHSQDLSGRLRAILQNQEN
SENP8 block-2: SENP8 (human) protease inhibition. Q96LD8. recombinant SENP8, Nedd8 substrate fluorescence. inhibition, % at 20 µM. actives 0.64% (n = 360,000). AID 602440; in the data active = inhibition mostly above about 40%, no sharp cut-off; inactive = mostly below about 27%
SENP7 inh: SENP7 protease inhibition | recombinant SENP7, Z-RLRGG-aminoluciferin luminescence, 40 min | inhibition, % at 5 µM | actives 1.5% (n = 330,000) | AID 434973;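 active = inhibition above about 50% at the single test dose, limit read from the data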;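 also: plate controls were DMSO with enzyme for no effect and no enzyme buffer wells for full effect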
Apaf-1 inh: human Apaf-1 inhibition; O14727; reconstituted apoptosome caspase-3 activity, DEVD-Rh110 fluorescence; inhibition, % at 20 µM; actives 0.71% (n = 330,000); AID 489030; active = inhibition of at least 40% at 20 µM;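 also: plate controls were DMSO wells for no effect and DEVD-CHO caspase inhibitor wells for full effect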
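Material: cell-free apoptosome with Apaf-1, procaspase-3 and caspase-9; Buffer or medium: Hepes pH 7.5 with detergent and BSA; Reagent: cytochrome c trigger plus (Z-DEVD)2-Rh110 caspase-3 substrate; Times: compound with Apaf-1, dATP, procaspase-3 30 min, then 50 min reaction, room temperature; Technique: Rh110 fluorescence intensity.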
* hit, by the source's call.

SMILES	UBC13 inh	SENP6 block	SENP8 block-1	SENP1 inh	A3G deaminase	SENP8 block-2	SENP7 inh	Apaf-1 inh
CCOC(=O)c1[nH]cnc1C(=O)N1CCN(C(=O)OC(C)(C)C)CC1	7.7	-11.6	-1.5	0.2	-9.4	13.4	-1.9	-11.1
COCCN(C(=O)CN1CCN(S(=O)(=O)c2ccc(F)cc2)CC1)c1c(N)n(Cc2ccccc2)c(=O)[nH]c1=O	5.7	3.4	-5.4	0.3	-5.0	12.6	1.3	-0.8
CCCCCCn1c(SCC(=O)c2c(N)n(C)c(=O)n(C)c2=O)nc2ccccc21	3.1	-0.7	8.4	2.0	3.8	14.3	10.5	13.0
CCOC(=O)Cc1csc(NC(=O)c2c(C)noc2C)n1	4.7	-4.8	-1.3	26.2	-5.5	-10.0	-1.1	-0.2
COc1ccccc1NC(=O)CSc1nnc(CNC(=O)c2ccccc2F)o1	2.7	5.0	1.9	-0.2	-7.5	5.6	-1.2	-3.6
O=C(c1cc([N+](=O)[O-])ccc1Cl)N1CCN(c2ccc([N+](=O)[O-])cc2)CC1	15.6	-3.6	-5.8	0.4	-8.9	20.5	4.5	1.4
O=C(O)c1ccc(NS(=O)(=O)c2cccc(S(=O)(=O)c3ccc(Cl)c(Cl)c3)c2)cc1	-7.7	-13.9	-11.3	1.7	-10.6	0.2	-10.3	10.4
Cc1cccc(NC(=O)CSc2nnc(C)c(=O)n2N)c1C	6.0	-5.7	7.4	0.6	-3.8	8.5	7.4	-2.8
NC(=O)c1ccc2c(=O)n3c(-c4cccs4)csc3nc2c1	8.5	-6.1	-4.7	-4.3	-3.9	-494.1	-3.0	0.2
CCOc1ccc2nc(C(C)O)[nH]c2c1 (stereo not drawn)	2.9	-1.6	-1.8	1.4	1.3	-4.8	2.6	-3.3
O=C(/C=C/c1cccc([N+](=O)[O-])c1)NCCSc1ccccc1	8.0	1.3	0.5	-0.3	-1.5	28.6	-2.9	5.3
COC(=O)CC1=C(C(=O)OC)C(c2ccc3c(c2Cl)OCO3)C(C#N)=C(N)O1 (stereo not drawn)	10.4	7.5	8.7	-9.3	-6.1	2.3	0.9	-3.3
O=C(Cn1cc2c(n1)CCCCC2)N1CCc2ccccc2C1	5.3	5.7	2.0	-0.3	0.0	15.4	-4.4	-2.5
O=C(COC(=O)c1cc(F)c(F)cc1Cl)NC1CC1	-1.9	2.9	-2.2	0.4	-1.7	11.1	9.1	-0.3
O=C(NCc1ccccn1)C1CCC(=O)N1C1CCCC1 (stereo not drawn)	0.9	-14.3	7.9	0.8	-6.0	-2.2	-4.1	-9.3
COc1ccccc1CCc1nnc(CCC(=O)NCCOc2cccnc2)o1	3.4	-14.2	-1.6	0.1	-8.3	1.0	-4.4	-12.6
CCOC(=O)Cc1csc(NC(=O)CSc2nnc(-c3cccnc3)n2Cc2ccco2)n1	-5.1	13.1	13.0	-3.7	2.2	20.3	3.3	2.2
CCCCN(Cc1ccco1)S(=O)(=O)c1ccc(-c2ccc(=O)[nH]n2)s1	-8.5	2.4	-1.3	-1.9	5.0	-2.9	-3.6	15.0
Cc1cccc(NC(=O)c2nc[nH]c2C(=O)NCC(=O)OCc2ccccc2)c1	2.1	-2.3	-1.5	0.8	-3.4	8.2	-1.1	12.6
COc1ccc(C(=O)NC2CCN(S(=O)(=O)Cc3ccccc3)CC2)c(OC)c1	-8.3	-16.3	3.7	0.0	-8.2	9.5	-8.3	8.8
Cc1ccc(NC(=O)COC(=O)c2cccnc2Cl)cc1S(=O)(=O)N1CCCCC1	5.2	17.0	-0.6	-2.3	-3.8	-11.7	0.6	-2.0
COC(=O)C1(C)NC(c2ccc(Cl)cc2)C2C(=O)N(c3ccccc3)C(=O)C21 (stereo not drawn)	-2.8	9.0	-14.9	2.1	-9.0	6.5	11.4	-9.7
Nc1nc2c([N+](=O)[O-])cccc2s1	-8.5	-19.4	-4.0	2.1	-10.2	29.1	-7.3	4.4
Cc1c(C(=O)Nc2ccc3nc(N4CCOCC4)sc3c2)oc2ccccc12	26.3	3.9	5.4	-12.6	-3.1	-177.5	0.6	13.3
O=C(COc1ccccc1CNCc1ccccc1)Nc1ccccc1	23.5	1.9	-2.8	-0.2	-5.3	18.2	-0.1	-12.5
Next compounds follow.
SMILES	UBC13 inh	SENP6 block	SENP8 block-1	SENP1 inh	A3G deaminase	SENP8 block-2	SENP7 inh	Apaf-1 inh
COc1ccc(N2CCN(C(=O)Cn3cnc4c3c(=O)n(C)c(=O)n4C)CC2)cc1	0.1	-6.6	0.2	-0.1	-8.3	9.7	3.6	-0.4
O=C(CSc1nnc(-c2c[nH]c3ccccc23)o1)N1c2ccccc2CCc2ccccc21	0.6	-32.7	2.7	2.9	-6.8	11.8	-2.0	-0.2
CN(C(=O)COC(=O)c1ccc2ccccc2n1)C1CCCCC1	1.9	6.7	1.2	1.2	-5.8	9.4	10.0	-5.2
NS(=O)(=O)c1ccc(CCn2c(=S)[nH]c3ccccc3c2=O)cc1	-0.4	-1.1	4.8	0.6	-0.3	29.6	9.3	-12.6
COc1ccc(SCCN2CCN(C)CCC2=O)cc1	6.4	-15.0	-2.6	0.1	-1.6	2.3	11.2	1.2
O=C(COC(=O)C1CC1)Nc1ccc([N+](=O)[O-])cc1C(F)(F)F	-17.7	6.2	1.8	-0.1	-0.7	10.3	-10.7	1.6
O=C(CCN1C(=O)c2ccccc2C1=O)NC1=NCCS1	5.4	6.7	-3.5	-0.4	-4.6	10.0	-6.4	3.3
CCCCN(C)C(=O)c1nc2ccccn2c1CNC1CCC1	7.6	-9.8	0.4	-1.2	-2.1	-3.2	4.3	2.8
COc1ccc(C(=O)Nc2ccccc2NC(=O)c2ccco2)c(OC)c1	-0.5	-14.7	-9.0	0.5	-10.3	4.3	-1.5	7.0
Nc1c(C(=O)NCc2ccco2)c2nc3ccccc3nc2n1CCc1ccc(F)cc1	-17.2	67.1*	57.6*	-21.5	-3.5	-259.4	43.7	77.6*
Cc1c(C(=O)N(Cc2ccc(N(C)C)cc2)C2CCS(=O)(=O)C2)oc2ccccc12 (stereo not drawn)	6.2	0.0	3.0	1.8	-3.9	24.2	0.8	-8.3
CC1CCN(c2c(NCC3CCC(C(=O)NC4CCCCCC4)CC3)c(=O)c2=O)CC1 (stereo not drawn)	10.6	-11.0	2.1	4.7	-7.2	5.4	7.9	-25.7
C=C(C)c1cccc(C(C)(C)NC(=O)NCc2ccc(OC)cc2)c1	10.6	8.4	-1.0	-2.1	-5.1	-1.0	-1.7	-11.8
COc1ccc(-c2cn(Cc3ccc(C)cc3)nn2)cc1	5.3	6.1	-6.2	-0.1	11.8	9.4	19.2	8.8
COc1cc2c(cc1NC(=O)CSc1nnc(Cc3cccs3)n1Cc1ccco1)oc1ccccc12	9.6	-12.6	4.9	-4.7	-1.5	8.6	4.6	9.6
COc1cc2c(cc1OC)C(c1ccc(OC)c(OC)c1OC)CC(=O)N2 (stereo not drawn)	6.5	-8.1	-2.7	-0.3	-8.3	-11.2	1.3	-11.6
O=[N+]([O-])c1cccc(/C=N/n2c(C3CCCCC3)n[nH]c2=S)c1	-9.9	-16.2	-13.5	2.0	8.6	6.9	-5.7	21.8
Cc1cccc(NC(=O)c2sc(-c3ccccc3)nc2-c2ccc([N+](=O)[O-])cc2)c1	-3.3	-4.8	3.7	-0.2	-1.8	15.1	-6.5	0.9
COc1cccc(C(=O)NCC(=O)N/N=C/c2cccc(OC(=O)c3ccc([N+](=O)[O-])cc3)c2)c1	-11.2	-3.4	-1.9	4.7	-8.5	10.4	-1.7	-4.8
Nc1nc(SCc2ccc(Cl)cc2Cl)ns1	14.6	2.9	-1.3	-1.4	-9.2	14.0	7.0	-7.4
CSc1nnc(C)c(=O)n1COC(=O)c1ccc(S(=O)(=O)N(C)C)cc1	7.6	-12.6	3.6	0.8	0.8	0.3	2.9	-11.4
COc1ccc(CNC(=O)C2CCCN2C)cc1OC (stereo not drawn)	8.0	-8.6	2.6	2.5	-3.7	27.5	1.0	-17.4
CC(=O)c1c(CC(=O)O)[nH]n(-c2nc3ccccc3s2)c1=O	27.2	84.1*	86.6*	-7.7	5.2	-6.0	88.3*	-7.9
COc1ccc(Cc2c(O)nc(SC)n(C(C)=O)c2=O)cc1	-1.7	2.6	4.8	2.3	-0.1	-1.0	11.3	5.2
Cc1ccccc1-n1nc2c(c1NC(=O)c1cccc(F)c1)CS(=O)C2 (stereo not drawn)	-6.3	-6.8	6.5	-0.1	-0.5	8.4	-3.5	-1.3
Carrying on:
SMILES	UBC13 inh	SENP6 block	SENP8 block-1	SENP1 inh	A3G deaminase	SENP8 block-2	SENP7 inh	Apaf-1 inh
O=P(CCCCCCCCCP(=O)(c1ccccc1)c1ccccc1)(c1ccccc1)c1ccccc1	9.8	20.5	6.6	0.9	-5.6	-2.1	7.1	52.8*
O=C(CCc1ccc(Oc2cc([N+](=O)[O-])cc([N+](=O)[O-])c2)cc1)NC1CCCC1	4.4	1.4	-0.9	3.4	-6.2	16.5	4.1	-11.3
CS(=O)(=O)N(CC(=O)Nc1cccc(Br)c1)Cc1ccccc1	11.0	10.4	-4.1	1.5	-9.7	10.8	1.1	-3.8
Cc1oc(-c2ccccc2)nc1CS(=O)CC(=O)NC1CCCC1 (stereo not drawn)	-2.3	1.7	-10.3	1.2	-5.5	-7.7	-2.8	1.6
O=C(OCC(=O)N1CCOCC1)c1ccc(Cl)c(S(=O)(=O)N2CCc3ccccc32)c1	13.1	-15.1	9.0	-0.5	-5.3	6.9	6.8	0.8
Cc1noc(C)c1C(=O)N1CCCC1	-3.9	-7.3	3.2	3.7	-7.8	10.4	3.1	-2.9
O=C(CCCOc1ccccc1)N1CCCc2ccccc21	3.7	-11.8	-1.0	0.0	-1.2	3.9	-8.7	14.4
Cc1cccc(C(=O)N/N=C/c2coc3ccccc3c2=O)c1	3.7	-26.0	2.0	-0.5	1.4	-56.6	8.6	5.3
O=C(CCSc1ccc(Cl)cc1)c1cccs1	-4.8	40.0	-16.2	1.2	-1.8	14.1	-8.7	8.2
CC(CN1CCN(C)CC1)OC(=O)c1ccc(Cl)cc1 (stereo not drawn)	1.3	-2.3	4.4	1.1	2.9	19.9	6.7	1.2
Cc1cc(C(C)(C)C)ccc1OCCCCN1CCCC1	7.1	-12.4	-4.6	4.1	-7.6	1.2	-10.6	9.2
COc1ccc(-n2nnc3c(=O)n(CC(=O)N4CCC(Cc5ccccc5)CC4)cnc32)cc1	-3.3	-6.4	-4.2	-0.2	-3.0	14.7	23.6	19.4
CCOC(=O)CC(NC(=O)c1cccs1)c1ccc(OCC)cc1 (stereo not drawn)	2.9	-11.1	-4.2	1.5	2.3	5.2	-5.6	2.8
Cc1ccc(CC(=O)NCc2ccc(F)cc2)cc1	4.2	-8.4	-4.4	1.7	-0.9	8.5	-3.4	-11.2

Another view of part of the listing above.
Under each structure: UBC13 inh, SENP6 block, SENP8 block-1, SENP1 inh, A3G deaminase, SENP8 block-2, SENP7 inh, Apaf-1 inh
> Cc1oc(-c2ccccc2)nc1CS(=O)CC(=O)NC1CCCC1 (stereo not drawn)
    -2.3, 1.7, -10.3, 1.2, -5.5, -7.7, -2.8, 1.6
> O=C(OCC(=O)N1CCOCC1)c1ccc(Cl)c(S(=O)(=O)N2CCc3ccccc32)c1
    13.1, -15.1, 9.0, -0.5, -5.3, 6.9, 6.8, 0.8
> Cc1noc(C)c1C(=O)N1CCCC1
    -3.9, -7.3, 3.2, 3.7, -7.8, 10.4, 3.1, -2.9
> O=C(CCCOc1ccccc1)N1CCCc2ccccc21
    3.7, -11.8, -1.0, 0.0, -1.2, 3.9, -8.7, 14.4
> Cc1cccc(C(=O)N/N=C/c2coc3ccccc3c2=O)c1
    3.7, -26.0, 2.0, -0.5, 1.4, -56.6, 8.6, 5.3

Source: PubChem BioAssay
